uPA generation: inhibitors of cell surface uPA generation; cell surface uPA generation assay, qHTS; AID 540303; actives 0.31% (n = 330,000); Potency, µM (top dose mostly 38.3 µM), without a hit: at the highest dose activity change, negative = inhibition, most hits filed as inhibitors; active means well fitted inhibition curve with a large enough effect; inconclusive means small, poorly fitted or top-dose-only effect; inactive means no such curve, though single readings can be large or run the other way; tested in mouse RAW 264.7 cells; further: on the % scale 0 is the no-effect control and ±100 the full control effect; nearly all actives have a fitted effect of over 55% in size
ELG1 genotoxic: genotoxicity induction in ELG1-luciferase HEK293T cells | HEK293T ELG1-luciferase reporter, luminescence, 16 h | Potency, µM (top dose mostly 46 µM), inactives show at the top dose activity change, positive = activation, usual class: activators | actives 1.3% (n = 330,000) | AID 504466; further: % of control where 0% means no effect; nearly all actives have a fitted effect of over 60% in size
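HEK293T cells expressing luciferase-tagged ELG1 were treated with compound or DMSO for 16 hr at 37°C. Luciferase activity was then read after 30 min with ONE-Glo at room temperature; rising signal flags genetic stress.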
VP16 counter: counter-screen for ROR gamma inhibitors: Gal4-VP16 reporter; actives 3.5% (n = 310,000); Potency, µM (doses to about 53.6 µM), inactives show top-dose activity, negative = inhibition, hits mostly inhibitors; Drosophila S2 Gal4-VP16 UAS-luciferase, luminescence, 20 h; AID 2546;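 further: Gal4-VP16 expression switched on by copper sulfate through the metallothionein promoter; on the % scale 0 is the no-effect control and ±100 the full control effect; nearly all actives have a fitted effect of over 50% in size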
MBNL1 CUG block: blocks human MBNL1 binding to CUG repeat RNA; actives 0.036% (n = 280,000); Q9NR56; TR-FRET MBNL1-His/biotin-(CUG)12 binding, 665/545 ratio; Potency, µM (series often up to 57.5 µM), without a hit: top-dose activity change, negative = inhibition, actives largely listed as inhibitors; AID 2675; active means well fitted inhibition curve with a large enough effect in the signal ratio, with a control signal flat, not every such curve was filed as active; inconclusive means small, poorly fitted or top-dose-only effect, or effect the other way, or a change in a side signal; inactive means no such curve, though single readings can be large or run the other way; the % refers to the signal ratio; further: on the % scale 0 is the no-effect control and ±100 the full control effect
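Inhibition of protein-RNA binding appears as loss of TR-FRET between terbium anti-His antibody on MBNL1-His and streptavidin-XL665 on biotin-(CUG)12. Activity is normalized to buffer-only and uninhibited-complex controls.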
BRCA1 expr up: activators of BRCA1 expression. MCF7-BRCA1-FFLuc reporter, luminescence, 48 h; response scale: scaled: vehicle 0%, 10 µM genistein 100%. Potency, µM (titrated, usually from 46.1 µM), without a hit: at the highest dose activation, actives largely listed as activators. actives 1.1% (n = 380,000). AID 624202; further: nearly all actives have a fitted effect of over 80% in size; some results filed as inactive show a strong effect at the top dose
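Reporter cells (MCF7, BRCA1 promoter-firefly luciferase) received library compounds across a concentration series for 48 h. End-point luminescence was measured and concentration-effect curves derived after normalization.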
Rab9 prom act: Rab9 promoter activation; Huh7 Rab9 promoter-luciferase reporter, luminescence, 24 h; Potency, µM (top dose mostly 9.22 µM), for inactives: at the highest dose activation, negative = inhibition, actives largely listed as activators; actives 2.8% (n = 320,000); further: % of control where 0% means no effect; nearly all actives have a fitted effect of over 60% in size
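Cells were plated at 1500 per well in reduced-serum medium with 10% FBS and left 2 h. Compound in DMSO was then added for 24 h at 37 °C. Reporter signal was read by luminescence after 10 min with luciferase detection reagent.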
FLuc modulator: firefly luciferase modulation, counter-screen for miR-21 project | Potency, µM (titrated, usually from 57.5 µM), without a hit: top-dose activity change, negative = inhibition, usual class: inhibitors | purified FLuc, Km substrates, luminescence inhibition | actives 6.9% (n = 360,000) | P08659;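 further: plate controls were vehicle for no effect and reference inhibitor for full effect; nearly all actives have a fitted effect of over 55% in size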
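Purified P. pyralis luciferase, 10 nM final, with Km-level 10 uM D-luciferin and 10 uM ATP in 50 mM Tris acetate pH 7.5, 10 mM Mg acetate, 0.01% Tween-20, 0.05% BSA; 6-point qHTS titration about 60 µM downward; luminescence read.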
p53 reactivator: restores transcriptional activity of mutant p53; actives 0.063% (n = 320,000); Potency, µM (titrated, usually from 92.2 µM), without a hit: at the highest dose activity change, positive = activation, most hits filed as activators; AID 504706; H1299 p53-A138V BP100-luciferase reporter, luminescence, 24 h; further: % of control where 0% means no effect; nearly all actives have a fitted effect of over 45% in size
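H1299 (p53-null), stable ts p53-A138V + BP100-Luc; 1000 cells/well, Opti-MEM/10% FBS; cpd 4 pt, 1:5; 24 h, 37 deg C, 5% CO2; detection reagent 10 min RT; luminescence.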
CXXC DNA block: inhibitors of human MLL CXXC domain-DNA interaction. MLL-CXXC / FITC-HOXA9 DNA fluorescence polarization. Potency, µM (top dose mostly 115 µM), for the others: at the top dose activity change, negative = inhibition, actives largely listed as inhibitors. actives 0.037% (n = 290,000); active means well fitted inhibition curve with a large enough effect in the polarisation, with a control signal flat, not every such curve was filed as active; inconclusive means small, poorly fitted or top-dose-only effect, or effect the other way, or a change in a side signal; inactive means no such curve, though single readings can be large or run the other way; the % refers to the polarisation
Target sequence (Q03164 whole entry, looked up, the tested form may be a part): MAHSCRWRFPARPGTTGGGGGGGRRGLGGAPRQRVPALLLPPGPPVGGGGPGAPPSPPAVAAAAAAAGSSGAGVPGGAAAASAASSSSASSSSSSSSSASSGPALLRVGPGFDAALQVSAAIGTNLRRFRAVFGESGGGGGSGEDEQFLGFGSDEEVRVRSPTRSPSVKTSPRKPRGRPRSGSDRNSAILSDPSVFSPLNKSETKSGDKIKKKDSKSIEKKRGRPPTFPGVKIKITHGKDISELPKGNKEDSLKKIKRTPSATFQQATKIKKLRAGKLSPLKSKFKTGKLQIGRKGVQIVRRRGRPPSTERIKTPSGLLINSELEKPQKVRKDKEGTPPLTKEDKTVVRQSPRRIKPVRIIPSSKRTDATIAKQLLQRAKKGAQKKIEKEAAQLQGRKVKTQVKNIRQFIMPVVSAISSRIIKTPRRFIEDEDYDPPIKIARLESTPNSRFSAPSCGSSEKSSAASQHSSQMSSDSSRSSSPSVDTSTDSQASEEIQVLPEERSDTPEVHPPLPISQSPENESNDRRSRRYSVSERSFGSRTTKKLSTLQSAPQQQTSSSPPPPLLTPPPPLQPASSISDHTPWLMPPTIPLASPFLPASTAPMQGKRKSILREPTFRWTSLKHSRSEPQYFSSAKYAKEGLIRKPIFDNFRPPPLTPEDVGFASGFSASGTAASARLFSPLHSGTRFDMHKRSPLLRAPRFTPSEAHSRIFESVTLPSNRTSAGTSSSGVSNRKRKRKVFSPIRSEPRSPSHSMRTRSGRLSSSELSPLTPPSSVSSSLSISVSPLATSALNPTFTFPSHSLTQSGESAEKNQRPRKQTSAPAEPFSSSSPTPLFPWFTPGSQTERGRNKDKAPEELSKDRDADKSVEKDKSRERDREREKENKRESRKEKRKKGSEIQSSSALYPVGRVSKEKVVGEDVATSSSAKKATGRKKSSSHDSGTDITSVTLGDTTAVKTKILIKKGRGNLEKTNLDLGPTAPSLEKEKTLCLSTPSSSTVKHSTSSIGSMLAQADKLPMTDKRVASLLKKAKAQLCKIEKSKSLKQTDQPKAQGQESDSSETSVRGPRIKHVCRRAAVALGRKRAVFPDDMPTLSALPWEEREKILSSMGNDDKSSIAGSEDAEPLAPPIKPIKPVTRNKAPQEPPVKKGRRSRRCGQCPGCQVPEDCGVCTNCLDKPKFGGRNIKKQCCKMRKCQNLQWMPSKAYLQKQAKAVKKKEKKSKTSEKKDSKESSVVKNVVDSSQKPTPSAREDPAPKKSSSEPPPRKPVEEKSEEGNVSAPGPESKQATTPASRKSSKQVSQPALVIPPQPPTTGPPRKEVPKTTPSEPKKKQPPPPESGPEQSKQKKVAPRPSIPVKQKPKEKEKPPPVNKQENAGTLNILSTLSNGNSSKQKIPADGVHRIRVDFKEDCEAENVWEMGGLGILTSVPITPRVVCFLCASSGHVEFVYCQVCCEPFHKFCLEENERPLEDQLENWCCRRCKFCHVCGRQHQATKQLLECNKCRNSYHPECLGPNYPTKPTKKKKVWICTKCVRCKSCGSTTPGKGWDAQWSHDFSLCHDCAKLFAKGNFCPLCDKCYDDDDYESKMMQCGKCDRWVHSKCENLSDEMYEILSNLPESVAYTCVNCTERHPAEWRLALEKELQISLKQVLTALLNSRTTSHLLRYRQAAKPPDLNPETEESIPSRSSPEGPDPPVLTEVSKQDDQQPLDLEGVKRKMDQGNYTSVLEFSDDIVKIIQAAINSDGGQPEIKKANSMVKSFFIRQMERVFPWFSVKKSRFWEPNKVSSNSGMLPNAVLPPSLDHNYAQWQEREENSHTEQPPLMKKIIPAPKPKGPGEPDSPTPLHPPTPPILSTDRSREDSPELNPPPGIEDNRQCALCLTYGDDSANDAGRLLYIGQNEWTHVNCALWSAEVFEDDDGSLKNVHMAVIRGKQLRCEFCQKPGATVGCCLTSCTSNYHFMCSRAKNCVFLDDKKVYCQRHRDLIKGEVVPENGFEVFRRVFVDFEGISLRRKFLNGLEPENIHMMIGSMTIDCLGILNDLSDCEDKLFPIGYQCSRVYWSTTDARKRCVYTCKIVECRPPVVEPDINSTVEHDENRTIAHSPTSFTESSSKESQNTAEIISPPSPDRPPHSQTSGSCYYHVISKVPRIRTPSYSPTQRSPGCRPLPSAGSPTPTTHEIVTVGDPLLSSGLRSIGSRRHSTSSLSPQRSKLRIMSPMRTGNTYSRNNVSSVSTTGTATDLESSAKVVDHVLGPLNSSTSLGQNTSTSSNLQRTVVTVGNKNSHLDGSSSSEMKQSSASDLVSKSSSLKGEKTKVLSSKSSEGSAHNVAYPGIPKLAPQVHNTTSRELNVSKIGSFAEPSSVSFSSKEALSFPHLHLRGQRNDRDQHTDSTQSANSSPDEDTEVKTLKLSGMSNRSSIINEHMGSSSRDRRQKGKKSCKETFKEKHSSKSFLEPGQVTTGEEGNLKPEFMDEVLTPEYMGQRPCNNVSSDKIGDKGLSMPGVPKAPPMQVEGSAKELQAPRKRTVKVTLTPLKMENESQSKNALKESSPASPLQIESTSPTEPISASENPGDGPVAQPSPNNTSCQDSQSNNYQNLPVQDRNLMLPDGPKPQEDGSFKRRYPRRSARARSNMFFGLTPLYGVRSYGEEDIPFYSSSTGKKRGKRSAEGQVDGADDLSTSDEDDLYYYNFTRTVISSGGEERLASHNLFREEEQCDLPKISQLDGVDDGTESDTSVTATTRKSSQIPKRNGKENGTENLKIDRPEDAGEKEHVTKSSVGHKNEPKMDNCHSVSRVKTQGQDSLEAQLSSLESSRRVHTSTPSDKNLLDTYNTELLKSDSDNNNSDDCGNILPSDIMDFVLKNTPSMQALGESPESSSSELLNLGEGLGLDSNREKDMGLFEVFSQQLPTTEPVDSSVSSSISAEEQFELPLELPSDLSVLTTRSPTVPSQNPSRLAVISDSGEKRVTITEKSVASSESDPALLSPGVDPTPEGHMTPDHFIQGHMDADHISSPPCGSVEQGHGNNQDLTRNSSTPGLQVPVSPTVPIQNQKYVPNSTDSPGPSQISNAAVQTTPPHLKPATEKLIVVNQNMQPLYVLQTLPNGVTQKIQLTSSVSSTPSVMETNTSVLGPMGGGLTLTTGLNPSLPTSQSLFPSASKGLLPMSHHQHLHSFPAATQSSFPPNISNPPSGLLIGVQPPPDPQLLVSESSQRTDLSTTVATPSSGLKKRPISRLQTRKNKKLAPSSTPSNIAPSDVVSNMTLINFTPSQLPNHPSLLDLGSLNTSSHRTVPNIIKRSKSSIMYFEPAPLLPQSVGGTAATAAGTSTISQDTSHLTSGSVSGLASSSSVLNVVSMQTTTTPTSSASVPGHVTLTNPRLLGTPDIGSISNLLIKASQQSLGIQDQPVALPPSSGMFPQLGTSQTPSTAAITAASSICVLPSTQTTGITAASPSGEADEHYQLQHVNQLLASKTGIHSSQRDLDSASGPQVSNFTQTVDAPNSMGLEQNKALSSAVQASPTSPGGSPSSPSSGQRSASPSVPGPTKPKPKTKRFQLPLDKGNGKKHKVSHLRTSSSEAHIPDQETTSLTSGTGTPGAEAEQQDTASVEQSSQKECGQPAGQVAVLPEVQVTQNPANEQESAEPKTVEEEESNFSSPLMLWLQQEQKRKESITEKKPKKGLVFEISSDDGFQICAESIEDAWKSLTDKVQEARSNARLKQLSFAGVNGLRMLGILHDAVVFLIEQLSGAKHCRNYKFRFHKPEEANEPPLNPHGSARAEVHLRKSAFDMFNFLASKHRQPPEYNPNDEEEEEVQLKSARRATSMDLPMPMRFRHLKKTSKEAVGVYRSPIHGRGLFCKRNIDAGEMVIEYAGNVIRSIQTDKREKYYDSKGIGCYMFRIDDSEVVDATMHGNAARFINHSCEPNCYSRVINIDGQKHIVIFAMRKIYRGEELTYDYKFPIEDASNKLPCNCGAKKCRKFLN
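Purified MLL-CXXC (added from a 7 uM solution) was preincubated 5 min at ambient with pinned compounds in 50 mM Tris-HCl pH 7.5, 50 mM NaCl, 1 mM DTT, 0.05% BSA. Fluorescein-labeled HOX-A9 DNA (50 nM solution) followed, 30 min, then polarization read.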
RORg inh: blocks mouse ROR gamma transcriptional activity; Drosophila S2 Gal4-RORgamma UAS-luciferase reporter, 20 h; Potency, µM (titrated, usually from 53.6 µM), without a hit: top-dose activity change, negative = inhibition, usual class: inhibitors; actives 5.4% (n = 310,000); further: on the % scale 0 is the no-effect control and ±100 the full control effect; nearly all actives have a fitted effect of over 60% in size
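Stable Schneider cell line, Gal4 DNA-binding domain fused to ROR gamma, UAS-luciferase. Cmpd 1 hr RT → CuSO4 700 uM final → 20 hr RT → luciferase reagent 10 min → luminescence.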
NPC1 prom act: activators of NPC1 promoter; Huh7 NPC1 promoter luciferase reporter, 24 h; Potency, µM (series often up to 9.22 µM), inactives show at the highest dose activation, usual class: activators; actives 2.4% (n = 320,000); AID 485313;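 further: % of control where 0% means no effect; nearly all actives have a fitted effect of over 60% in size; reporter is driven by a mutant NPC1 promoter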
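Luciferase expression driven by the NPC1 promoter was measured in stably transfected Huh7 cells after a 24 h compound incubation, using a luciferase reagent and a luminescence read.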
The depositor's hits bear a star; u = inconclusive; x = not tested or not shown; [ ] = another dose, or the depositor's remark. Unless noted, the call rests on the fitted dose curve; in most records, active means well fitted curve in the direction sought with a large enough effect; inconclusive means small, poorly fitted or top-dose-only effect, or another doubt; inactive means no such curve, though single readings can be large; an effect the other way counts as inactive or inconclusive. Potency means the concentration at half of the fitted maximal effect.

#1 Cn1c(=O)c2cc3ccc(Cl)cc3nc2n(C)c1=O
#2 CN(C(=O)c1ccc(NC(=O)Cc2ccc(NC(=O)C3CCN(C(=O)c4ccccc4)CC3)cc2)cc1)C1CC1
#3 Cc1nn(C)cc1CNC(=O)Nc1ccc(Br)cc1Cl
#4 CC1(c2ccccc2)NC(=O)N(CC(=O)Nc2ccc(S(N)(=O)=O)cc2)C1=O (stereo not drawn)
#5 CCN(CC)CCN1C(=O)c2oc3ccc(F)cc3c(=O)c2C1c1ccncc1 (stereo not drawn)

compound no.	1	2	3	4	5
uPA generation	-16%	7%	3%	6%	-1%
ELG1 genotoxic	1%	5%	5%	15%	3%
VP16 counter	0%	x	1%	0%	-8%
MBNL1 CUG block	17%	x	-13%	2%	29%
BRCA1 expr up	-53%	u	9%	-14%	-8%
Rab9 prom act	-4%	-7%	0%	0%	-2%
FLuc modulator	0%	u	-14%	4%	0%
p53 reactivator	-3%	-4%	-16%	7%	-2%
CXXC DNA block	9%	x	5%	0%	3%
RORg inh	0%	x	19%	-11%	-3%
NPC1 prom act	-4%	-4%	1%	-3%	-1%

#6 O=C(Nc1ccc(Cc2ccncc2)cc1)c1cccc([N+](=O)[O-])c1
#7 COc1ccc(N2C(=NC(=O)c3ccc(Br)cc3)SC3CS(=O)(=O)CC32)cc1 (stereo not drawn)
#8 COc1ccc(S(=O)(=O)N2N=C(c3cccc(NS(C)(=O)=O)c3)CC2c2ccco2)cc1 (stereo not drawn)
#9 C=CCc1ccc2oc(C(=O)OCC)cc(=O)c2c1O
#10 O=S(=O)(c1ccc(F)c(F)c1F)N1CCN(C(=S)NC2CC3CCC2C3)CC1 (stereo not drawn)

compound no.	6	7	8	9	10
uPA generation	-7%	9%	-11%	8%	1%
ELG1 genotoxic	0%	6%	0%	-1%	3%
VP16 counter	u	x	-3%	-6%	-2%
MBNL1 CUG block	x	x	7%	11%	-1%
BRCA1 expr up	60%	5%	-56%	-10%	1%
Rab9 prom act	16%	0%	-3%	-5%	-2%
FLuc modulator	u	3%	-2%	u	-1%
p53 reactivator	3%	10%	-1%	-1%	4%
CXXC DNA block	3%	x	27%	-5%	-2%
RORg inh	12%	x	28%	22%	u
NPC1 prom act	1%	-7%	-2%	-3%	-4%

#11 Cc1ccc(NC(=O)Cc2noc3ccccc23)nc1
#12 COCCCN(C(=O)CSCc1c(C)noc1C)c1c(N)n(Cc2ccccc2)c(=O)[nH]c1=O
#13 Cc1ccc(C(=O)CSc2nnc(N)s2)c(C)c1
#14 Cc1ccc(NC(=O)C2CCCN(S(=O)(=O)c3ccc4[nH]c(=O)ccc4c3)C2)c(C)c1 (stereo not drawn)
#15 COc1cccc(C2CC(=O)Nc3cc(OC)c(OC)c(OC)c32)c1OC (stereo not drawn)

compound no.	11	12	13	14	15
uPA generation	7%	2%	-4%	12%	-9%
ELG1 genotoxic	5%	-1%	15µM*	0%	12%
VP16 counter	-4%	x	-16%	-15%	29%
MBNL1 CUG block	-3%	x	-1%	2%	1%
BRCA1 expr up	47%	21%	4.5µM*	-41%	-54%
Rab9 prom act	-3%	0%	2.5µM*	4%	-8%
FLuc modulator	u	5%	17µM*	-2%	6%
p53 reactivator	16%	-7%	19%	10%	2%
CXXC DNA block	5%	x	3%	x	-2%
RORg inh	13%	x	-36%	-37%	u
NPC1 prom act	15%	1%	3.2µM*	-2%	-2%

#16 CC(C)N(Cc1ccccc1)C(=O)CC(=O)N(Cc1ccccc1)C(C)C
#17 Cc1cc(/C=C(\C#N)C(=O)NCc2cccs2)c(C)n1-c1ccccc1F
#18 CC(C)C(C(=O)Nc1ccncc1)c1ccc(Cl)cc1 (stereo not drawn)
#19 C/C(=N\NC(=O)c1nnn(-c2nonc2N)c1CN1CCCCCC1)c1ccc(Br)cc1
#20 Cc1ccc(C(=O)N2CCN(Cc3ccc4c(c3)OCO4)CC2)cc1[N+](=O)[O-]

compound no.	16	17	18	19	20
uPA generation	4%	-15%	u	6%	-1%
ELG1 genotoxic	0%	u	-10%	-4%	-7%
VP16 counter	4%	-13%	u	-14%	0%
MBNL1 CUG block	0%	3%	-10%	1%	0%
BRCA1 expr up	-26%	u	-5%	-14%	-15%
Rab9 prom act	0%	3.5µM*	-6%	0%	-3%
FLuc modulator	-1%	2.1µM*	-1%	-2%	-1%
p53 reactivator	4%	u	-5%	1%	-7%
CXXC DNA block	-1%	12%	-3%	1%	-1%
RORg inh	-16%	39%	13%	-6%	0%
NPC1 prom act	1%	3.5µM*	1%	-4%	-7%

#21 CCCCn1c(SCC(=O)Nc2ccc(C)c(S(=O)(=O)N3CCOCC3)c2)nnc1C(CC)N(C)C (stereo not drawn)
#22 N#CC(C(=O)NCc1ccco1)c1nc2ccccc2nc1N1CCOCC1 (stereo not drawn)
#23 N#Cc1cn(CC(=O)NCC2CCCO2)c2ccccc12 (stereo not drawn)
#24 Cc1cc(/C=C2\SC(=Nc3ccccc3)NC2=O)c(C)n1-c1ccc(S(N)(=O)=O)cc1
#25 Cc1ccc(-c2noc(CN(C)C(=O)Nc3ccc(F)cc3)n2)cc1

compound no.	21	22	23	24	25
uPA generation	1%	6%	9%	-14%	-3%
ELG1 genotoxic	4%	-10%	1%	-8%	-3%
VP16 counter	x	u	-1%	-2%	3%
MBNL1 CUG block	x	u	-6%	9%	1%
BRCA1 expr up	0%	-24%	8%	-100%	1%
Rab9 prom act	-6%	-9%	-5%	-10%	-4%
FLuc modulator	2%	3%	7%	u	-3%
p53 reactivator	-3%	-3%	-1%	-8%	-4%
CXXC DNA block	x	-3%	1%	55%[activator]	12%
RORg inh	x	-19%	4%	u	33%
NPC1 prom act	-3%	0%	-4%	-13%	1%

#26 CCN(CC)S(=O)(=O)c1ccc(N/N=C/c2cccnc2)nc1
#27 CCC1SC2=NC(C)=C(C(=O)OCCOC)C(c3ccc(C(=O)OC)cc3)N2C1=O (stereo not drawn)
#28 COc1ccc(CC(=O)OCC(=O)Nc2ncc(Cl)cc2Cl)cc1
#29 Cc1cccc2c(CC(=O)Nc3ccccc3)noc12
#30 O=C(COC(=O)CCCSc1nc2ccccc2[nH]1)NC(=O)NC1CCCC1

compound no.	26	27	28	29	30
uPA generation	15%	9%	7%	11%	-3%
ELG1 genotoxic	2%	3%	3%	-1%	-1%
VP16 counter	2%	2%	-4%	-3%	-4%
MBNL1 CUG block	-2%	13%	-1%	-9%	-8%
BRCA1 expr up	-18%	-22%	-25%	-28%	0%
Rab9 prom act	-6%	1%	0%	-1%	-2%
FLuc modulator	-7%	0%	4%	-16%	u
p53 reactivator	-3%	-2%	-1%	9%	-5%
CXXC DNA block	-21%	-6%	3%	8%	7%
RORg inh	18%	-13%	-11%	-1%	35%
NPC1 prom act	-6%	2%	0%	5%	-3%

NPC1 prom act, entries above that show a hit
| No. | SMILES | uPA generation | Rab9 prom act | p53 reactivator | CXXC DNA block | RORg inh | NPC1 prom act |
| --- | --- | --- | --- | --- | --- | --- | --- |
| 13 | Cc1ccc(C(=O)CSc2nnc(N)s2)c(C)c1 | -4% | 2.5µM* | 19% | 3% | -36% | 3.2µM* |
| 17 | Cc1cc(/C=C(\C#N)C(=O)NCc2cccs2)c(C)n1-c1ccccc1F | -15% | 3.5µM* | u | 12% | 39% | 3.5µM* |

(continued)
#31 Nn1c(SCC(=O)N2CCCC2=O)nnc1-c1cccs1
#32 CCNC(=O)c1c(C)[nH]c(C(=O)OCC)c1C
#33 COc1ccccc1C(CCN(Cc1cccs1)C(C)=O)c1ccco1 (stereo not drawn)
#34 O=C(Nc1ncccn1)c1ccc(C(F)(F)F)cc1
#35 CC(=O)Oc1ccccc1C1=NN(C(C)=O)C(c2ccccc2)C1 (stereo not drawn)

compound no.	31	32	33	34	35
uPA generation	10%	x	-1%	1%	-20%
ELG1 genotoxic	-8%	3%	2%	3%	-5%
VP16 counter	x	-6%	2%	0%	10%
MBNL1 CUG block	x	-1%	4%	2%	-8%
BRCA1 expr up	1%	3%	-34%	-20%	-2%
Rab9 prom act	-2%	1%	3%	-5%	13%
FLuc modulator	u	1%	-2%	19µM*	0%
p53 reactivator	4%	2%	-4%	14%	14%
CXXC DNA block	x	-13%	-2%	-3%	5%
RORg inh	x	-13%	u	9%	u
NPC1 prom act	0%	0%	0%	0%	-6%

Compound activity as filed in PubChem BioAssay.

An excerpt; rates above refer to the full screens.
